Compound activity deposited in PubChem BioAssay by several laboratories.
Ins promoter up = MIN6 insulin promoter up-regulation. 190,000 compounds, 0.3% hits. AID 1625. MIN6 insulin promoter-GFP reporter, high-content imaging; hits give high values. z-score at 5 µM;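 active means z-score above 3 at 5 µM with at least 500 cells counted in the well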
WT yeast gro inh = growth inhibition of WT yeast, mitochondrial fusion screen | mitochondrial fusion phenotypic screen, WT strain | inhibition, % at 10 µM | 190,000 compounds, 2.1% hits | AID 1362; in the data active means inhibition above about 58%; tested in S. cerevisiae
CSM14.1 death rescue = protection against thapsigargin-triggered cell killing – 384-well, CSM14.1, ATP luminescence, primary screen (AID 1222); CSM14.1 thapsigargin-induced death rescue, ATP luminescence; higher % means a stronger effect; one-dose cellular ATP content (survival), % at 20 µM; EC50 in µM for titrated hits; 190,000 tested, under 10 active;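 active means EC50 below 50 µM in the dose-response confirmation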;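 further: death triggered by thapsigargin at about 15 µM added after 2 h compound pretreatment; cell ATP read after overnight thapsigargin exposure of roughly 18 to 22 hours; normalized against plate controls of thapsigargin alone and 5% DMSO vehicle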
b-catenin transl = modulators of beta-catenin nuclear translocation; nuclear translocation activity, % at 5 µM; 190,000 compounds, 0.3% hits; HeLa beta-catenin nuclear translocation, immunofluorescence imaging;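 active means nuclear translocation activity above 50% at 5 µM, with a well cell count of 50 or more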;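 further: per-cell ratio of nuclear to cytoplasmic median beta-catenin stain intensity; plate controls were DMSO negative control for no effect and GSK-3 inhibitor IX positive control for full effect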
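Test system: human HeLa cell line; Doses: 5 µM primary, 0.02–20 µM confirmation; Incubation: 24 h compound exposure, 37°C; Detection: beta-catenin immunofluorescence imaging with DAPI; Read-out: beta-catenin nuclear/cytoplasmic ratio, % activation.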
Lipid droplet = modulators of hepatic lipid droplet formation; inhibition, % at 6.5 µM; AID 1656; AML12 mouse hepatocytes, oleate lipid droplets, BODIPY imaging; 240,000 compounds, 0.4% hits;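 active means lipid droplet intensity inhibited by at least 50%, with more than 500 cells counted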
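Assay system: AML12 mouse liver cells | Compound: 6.5 µM single-point dosing | Schedule: Overnight exposure | Technique: Fluorescence imaging, 20x objective, two fields per well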
Autophagy mod = alters autophagy in cells | 190,000 compounds, 0.98% hits | calls only at 10 µM (by protocol) | MEF GFP-LC3 puncta imaging; test concentration mostly 10 µM;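 active means percentage of spot-positive cells more than 3 SD above its plate mean, without a fluorescence outlier flag or 80% toxicity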;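 further: spot-positive cell cutoff set from DMSO-treated cells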
Dynein transport = blocks dynein driven cargo transport along microtubules; 3617.4 mouse cells, GR-EGFP nuclear translocation imaging; test concentration mostly 20 µM; stimulated with dexamethasone, 1 µM; hits give low values; z-score, hits read low; 220,000 compounds, 0.47% hits;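 active means plate z-score of nuclear minus cytoplasmic receptor signal below a set negative limit, without overly bright fluorescence or cell loss, cut at about -3.5 in these data, passing the limit was not always enough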;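 further: z-score of nuclear minus cytoplasmic ring GR-EGFP intensity difference per well; some compounds called inactive have numbers as strong as hits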
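Buffer or medium: tetracycline-free induction medium containing charcoal-stripped FBS / Reagent: dexamethasone agonist, 1.0 µM final, for 30 min / Technique: automated 10x imaging of fixed Hoechst-stained cells / Times: induction 48 h, compound 1 h, agonist 30 min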
XIAP displacement = XIAP antagonists, biochemical, IAP family, fluorescence polarization (AID 1018). displacement, % at 20 µM; hits with a dose series show IC50 in µM. 200,000 compounds, 0.007% hits. XIAP BIR domain, fluorescence polarization peptide displacement; higher % means a stronger effect; in the data active means displacement above about 50%; further: a part of the inactive calls stands beside numbers as strong as those of hits
MT stabilize HCS = stabilizes microtubules in HeLa cells; HeLa tubulin immunostaining HCS, 24 h; share of cells brighter than vehicle mean+2SD; % tubulin-high responders, % at 10 µM; 200,000 compounds, 0.83% hits;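 active means plate Z-score above 3 for both tubulin-high and condensed-nucleus cell shares, with cell loss under 80%, at 10 µM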;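 further: anti alpha tubulin signal scored within the nucleus-defined area of each cell; some results filed as inactive read as strong as hits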
WT yeast gro inh mutant strain = second read-out of WT yeast gro inh, no call of its own (marks repeat the call); inhibition, %; mitochondrial fusion phenotypic screen, mutant strain inhibition
Dynein transport cytoplasmic EGFP = recorded beside Dynein transport, whose call it bears; z-score; measured here: cytoplasmic GR-EGFP intensity; hits give high values
Dynein transport nuclear GR-EGFP = second read-out of Dynein transport, no call of its own (marks repeat the call); z-score; measured here: nuclear GR-EGFP intensity;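 lower value marks the stronger effect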
Dynein transport cell count = second read-out of Dynein transport, no call of its own (marks repeat the call); z-score; measured here: cell count per field
Ins promoter up cell count = also measured in Ins promoter up; calls as there; cell count; measured here: cytotoxicity, nuclei count;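 total cells summed across four imaged fields per well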
Lipid droplet cells 6.5 µM = recorded beside Lipid droplet, whose call it bears; cell count; measured here: cell count, cytotoxicity flag;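 cells counted across two imaged fields per well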
b-catenin transl cell count 5 µM = also measured in b-catenin transl; calls as there; cell count; measured here: cell count, cytotoxicity flag
MT stabilize HCS Hoechst-high % = further read-out of MT stabilize HCS, marked with its call; % Hoechst-high responders; measured here: nuclear condensation Hoechst responders;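 share of cells brighter than vehicle mean plus two SD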
MT stabilize HCS cytotoxicity % = second read-out of MT stabilize HCS, no call of its own (marks repeat the call); toxicity, %; measured here: cytotoxicity by cell density;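 0% = mean cell density of plate MIN control wells and 100% = no cells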
Autophagy mod cell loss 18 h = second read-out of Autophagy mod, no call of its own (marks repeat the call); toxicity, %; measured here: cell loss, nuclei count;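 cell loss after 18 h compound exposure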
The depositor's hits bear a star; i = inactive; / = not tested or not shown.

SMILES	Ins promoter up	Ins promoter up cell count	WT yeast gro inh	WT yeast gro inh mutant strain	CSM14.1 death rescue	b-catenin transl	b-catenin transl cell count 5 µM	Lipid droplet	Lipid droplet cells 6.5 µM	Autophagy mod	Autophagy mod cell loss 18 h	Dynein transport	Dynein transport cytoplasmic EGFP	Dynein transport nuclear GR-EGFP	Dynein transport cell count	XIAP displacement	MT stabilize HCS	MT stabilize HCS Hoechst-high %	MT stabilize HCS cytotoxicity %
COc1ccc(-c2cc(C(F)(F)F)nc(SCC(=O)N(C)Cc3cn(C)nc3C)n2)cc1OC	-0.05	1363	-9	-15	-2.4%	0.0	480	-3	610	i	14	0.24	-0.052	0.022	-0.72	-5.9%	2.6	3.8	5.7
C/C(CC(=O)NCc1ccco1)=N\NC(=O)COc1ccc(Cl)cc1Cl	-0.43	1413	-8	-3	-2.5%	59*	326*	0	719	i	16	0.3	-0.069	0.92	-0.64	-2.1%	5.1	3.4	4.1
COc1ccc(N=C2S/C(=C\c3ccc(OC(C)C(=O)O)c(OC)c3)C(=O)N2CCc2c[nH]c3ccccc23)cc1 (stereo not drawn)	0.48	1512	-8	-14	3.1%	1.0	951	15	723	i	0	-0.85	-0.32	-0.39	1.7	-6.1%	3.6	1.3	8.4
CNc1nc(-c2ccccc2)cc(C(F)(F)F)c1C#N	/	/	-2	3	0.7%	/	/	/	/	i	-22	0.025	-0.2	-0.13	-0.41	-2.4%	2.4	1.9	2.1
CC1CN(S(=O)(=O)c2ccc(NC(=O)CCCN3C(=O)c4ccccc4C3=O)cc2)CC(C)O1 (stereo not drawn)	1.6	1228	17	6	-1.3%	/	/	-7	721	i	-2	-1.2	-0.098	-0.49	1.8	-4.0%	3.3	2.5	9.9
COc1ccccc1CN(C)C(=O)C1COc2ccccc2O1 (stereo not drawn)	-0.27	1253	0	-2	-0.3%	-5.6	1220	-9	795	i	-7	-0.43	-0.023	0.0053	0.19	-8.1%	5.1	3.8	3.3
COc1ccc(C)cc1NC(=S)N1CCN(c2ncccn2)CC1	-0.18	1485	7	16	-0.4%	-3.9	1085	-1	696	i	-39	-0.27	-0.099	-0.12	0.11	-6.9%	1.8	2.8	7.5
COc1ccc(S(=O)(=O)N2Cc3ccccc3CC2C(=O)Nc2ccc3c(c2)OCO3)cc1 (stereo not drawn)	0.45	927	8	6	0.7%	0.5	1047	-12	741	i	-2	-0.86	-0.27	-0.29	1.2	-6.0%	1.8	3.0	7.1
CCSc1nnc([C@@H](NC(=O)OC(C)(C)C)C(C)C)o1	-0.19	1111	/	/	/	1.3	1275	20	712	/	/	-1.1	-0.24	-0.57	1.3	/	/	/	/
S=C(Nc1ccccc1Cl)N(CCN1CCCCC1)Cc1ccco1	-0.6	1311	8	11	-1.2%	-0.6	957	18	666	i	19	0.037	-0.28	0.055	0.79	-1.6%	4.6	1.1	0.2
C=CCNC(=O)c1c(Cl)cnn1-c1ccc(C)cc1	0.34	1313	-4	-17	3.7%	-1.5	1205	19	720	i	11	0.6	-0.17	0.31	0.14	-7.9%	3.3	2.4	6.7
O=C(CCCC(=O)OCC(=O)c1cccs1)Nc1ccc(Oc2ccccc2)cc1	1.9	1399	-14	8	-1.5%	-0.2	1319	/	/	i	31	-0.48	-0.18	0.18	0.61	-9.2%	2.4	1.7	8.5
CC(=O)Nc1cc(Cl)ccc1OS(=O)(=O)c1ccc(C)cc1	/	/	17	4	26%	0.4	926	0	628	i	-20	0.72	-0.19	0.59	-1.2	-3.1%	4.6	2.2	3.3
CCn1cc([N+](=O)[O-])c(C(=O)Nc2c(C)nn(Cc3cccc(F)c3)c2C)n1	-0.34	1351	-12	0	-1.6%	/	/	2	696	i	-3	-0.49	-0.33	-0.49	0.81	0.1%	6.0	2.3	7.2
CC(Sc1nc(=O)cc(N)n1CCc1ccccc1)C(=O)NCc1ccccc1 (stereo not drawn)	0.57	1567	1	-3	-1.5%	-1.7	1021	-6	680	i	5	-0.89	-0.16	-0.41	-0.15	-13%	1.9	2.6	4.7
CCOC(=O)c1nnn(-c2nonc2N)c1CS(=O)(=O)c1ccccc1	0	1371	-1	6	-1.1%	-0.9	1255	/	/	i	-4	-0.13	-0.22	-0.7	0.38	-2.9%	3.7	1.8	3.2
COc1cccc2cc(C(=O)N3CCN(c4ncccn4)CC3)c(=O)oc12	0.14	1833	-2	11	-1.9%	0.6	1060	-8	650	i	34	0.25	-0.2	-0.088	1.4	-12%	2.6	1.5	3.8
CCCCS(=O)(=O)NC1=NCN(CCO)CN1	1.1	1772	4	17	-4.0%	-2.5	1016	0	662	i	9	1	0.05	0.99	-0.56	-3.9%	7.0	3.3	6.8
N/C(=N\OC(=O)COc1ccc([N+](=O)[O-])cc1)c1ccncc1	-0.67	1404	15	6	1.2%	1.0	886	1	634	i	6	-0.33	0.37	-0.014	0.91	-2.2%	2.0	1.4	1.9
Cc1noc(C)c1S(=O)(=O)N(CC(=O)Nc1ccc2c(c1)OCCO2)c1ccc(C(C)C)cc1	-1	830	39	6	2.0%	-2.1	1183	/	/	i	-9	-0.42	-0.25	-0.23	0.35	-5.2%	5.3	1.5	2.7

Three of the compounds above, with two lines to a compound.
Results follow in this order: Ins promoter up	Ins promoter up cell count	WT yeast gro inh	WT yeast gro inh mutant strain	CSM14.1 death rescue	b-catenin transl	b-catenin transl cell count 5 µM	Lipid droplet	Lipid droplet cells 6.5 µM	Autophagy mod	Autophagy mod cell loss 18 h	Dynein transport	Dynein transport cytoplasmic EGFP	Dynein transport nuclear GR-EGFP	Dynein transport cell count	XIAP displacement	MT stabilize HCS	MT stabilize HCS Hoechst-high %	MT stabilize HCS cytotoxicity %
CNc1nc(-c2ccccc2)cc(C(F)(F)F)c1C#N
 : /	/	-2	3	0.7%	/	/	/	/	i	-22	0.025	-0.2	-0.13	-0.41	-2.4%	2.4	1.9	2.1
CC1CN(S(=O)(=O)c2ccc(NC(=O)CCCN3C(=O)c4ccccc4C3=O)cc2)CC(C)O1 (stereo not drawn)
 : 1.6	1228	17	6	-1.3%	/	/	-7	721	i	-2	-1.2	-0.098	-0.49	1.8	-4.0%	3.3	2.5	9.9
COc1ccccc1CN(C)C(=O)C1COc2ccccc2O1 (stereo not drawn)
 : -0.27	1253	0	-2	-0.3%	-5.6	1220	-9	795	i	-7	-0.43	-0.023	0.0053	0.19	-8.1%	5.1	3.8	3.3

Later entries
SMILES	Ins promoter up	Ins promoter up cell count	WT yeast gro inh	WT yeast gro inh mutant strain	CSM14.1 death rescue	b-catenin transl	b-catenin transl cell count 5 µM	Lipid droplet	Lipid droplet cells 6.5 µM	Autophagy mod	Autophagy mod cell loss 18 h	Dynein transport	Dynein transport cytoplasmic EGFP	Dynein transport nuclear GR-EGFP	Dynein transport cell count	XIAP displacement	MT stabilize HCS	MT stabilize HCS Hoechst-high %	MT stabilize HCS cytotoxicity %
CCOC(=O)N1CCN(C(c2ccccc2)c2sc3nc(C)nn3c2O)CC1 (stereo not drawn)	0.2	1065	-8	-22	1.9%	5.9	1149	9	748	i	6	-0.2	-0.032	-0.057	0.12	-5.5%	2.9	0.5	29
COCCNC(=O)CCCn1c(=O)c2cc(OC)c(OC)cc2n(CC(=O)NCCC2=CCCCC2)c1=O	-0.5	1349	-7	3	-4.1%	0.4	1125	-8	729	i	9	-0.24	-0.21	0.24	-0.6	-5.9%	2.9	2.9	8.7
Cc1ccc(-c2nnc(NC3CCCCC3)c3ccccc23)cc1S(=O)(=O)N1CCN(C)CC1	-1.1	1023	13	5	12%	/	/	/	/	i	-14	-0.52	-0.35	-0.15	0.46	-6.6%	1.6	1.3	6.2
CC(C(=O)NCC1CCCO1)c1ccc([N+](=O)[O-])cc1 (stereo not drawn)	1	1516	-4	-3	-1.5%	-4.9	1162	30	698	i	-36	-0.14	-0.015	0.085	0.4	-3.7%	2.0	1.8	10
COC(=O)C1=C(Nc2ccccc2NC(=O)CCCC(=O)O)CSC1	0.4	832	/	/	/	-0.1	1357	2	686	/	/	1.6	0.14	1.4	-2.2	/	/	/	/
CCN(CC(=O)Nc1ccc2c(c1)OCCO2)Cc1cc(=O)n2ccsc2n1	0.73	1278	-6	8	-1.8%	-0.3	1089	33	769	i	6	-0.66	-0.28	0.4	-1.1	-10%	0.8	2.0	2.8
O=C(CO/N=C/c1cccc([N+](=O)[O-])c1)NC1CCCCC1	0.14	1432	2	-6	1.1%	-1.5	1093	-22	620	i	1	0.021	-0.12	0.24	-0.24	-3.7%	1.6	2.6	5.6
CCNC(=O)CC1SC(=Nc2ccc(C)cc2)N(CC)C1=O (stereo not drawn)	2.1	1451	7	10	-2.4%	-2.7	1433	/	/	i	-6	0.19	-0.25	-0.55	0.54	-1.1%	2.1	1.4	1.7
